Screening data as filed in PubChem BioAssay.
M1 PAM: human CHRM1 positive allosteric modulation | CHO-K1 hM1, Fluo-8 calcium fluorescence, ACh EC20; 0% = ACh EC20, 100% = maximal ACh | activation, % at 3 µM | actives 0.088% (n = 360,000) | AID 588819; in the data active means activation above about 19%, passing the limit was not always enough
Target sequence (P11229 whole entry, looked up): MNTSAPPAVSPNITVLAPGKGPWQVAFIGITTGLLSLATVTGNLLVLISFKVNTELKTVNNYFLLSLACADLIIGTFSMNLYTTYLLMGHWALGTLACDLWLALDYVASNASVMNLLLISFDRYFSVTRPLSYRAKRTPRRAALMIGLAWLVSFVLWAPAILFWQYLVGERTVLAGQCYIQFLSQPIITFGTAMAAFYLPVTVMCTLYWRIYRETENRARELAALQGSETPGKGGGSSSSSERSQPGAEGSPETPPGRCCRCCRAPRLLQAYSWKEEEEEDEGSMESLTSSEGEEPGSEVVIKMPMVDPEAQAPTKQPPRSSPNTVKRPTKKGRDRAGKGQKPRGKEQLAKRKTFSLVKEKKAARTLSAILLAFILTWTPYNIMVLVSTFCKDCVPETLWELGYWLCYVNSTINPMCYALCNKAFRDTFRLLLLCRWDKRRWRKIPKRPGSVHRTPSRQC
CHRM1 agonist: agonists of human M1 muscarinic receptor | activation, % at 3 µM | actives 0.33% (n = 360,000) | P11229 | CHO-K1 hM1, Fluo-8 calcium fluorescence, agonist mode; 0% DMSO, 100% acetylcholine EC100;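 active means activation above the run's mean compound activation plus 3 SD, cut at about 16% in these data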;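 further: peak over basal fluorescence ratio within a 140 s kinetic read after compound addition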
OXTR potentiate: potentiators of human oxytocin receptor | P30559 | CHO-OTR cells, Fluo-8 calcium fluorescence, potentiator mode; 0% = oxytocin EC15, 100% = EC100 | activation, % at 3 µM | actives 0.061% (n = 320,000) | AID 2445;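 active means activation above that plate's cutoff, the mean activation of tested compounds plus 3 SD, cut at about 6.6% in these data, passing the limit was not always enough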;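 further: 100% uses oxytocin at 75 nM as the full agonist control; some results filed as inactive read as strong as hits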
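Dosing: Single dose, 3.0 µM nominal final compound concentration | Material: Human OTR in CHO cells | Technique: Kinetic Fluo-8 calcium fluorescence | Benchmarks: EC15 oxytocin alone as 0%, 75 nM oxytocin as 100% | Probe or stimulus: Oxytocin at about EC15, sub-maximal agonist stimulus | Incubation: Compound 6 min at room temperature before oxytocin, 100 s read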
OXTR ag: agonists of human oxytocin receptor. CHO-OTR cells, Fluo-8 calcium fluorescence; normalized: DMSO 0%, oxytocin 100%. AID 2435. activation, % at 3 µM. P30559. actives 0.32% (n = 320,000);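 active means activation above the mean of all tested compounds plus 3 SD, cutoff set per screening run, cut at about 20% in these data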;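 further: peak over basal fluorescence ratio from a 100 s FLIPR kinetic read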
TAAR1 antag: human TAAR1 antagonism. CHO RD-HGA16 TAAR1, Fluo-8 calcium fluorescence, antagonist. inhibition, % at 3 µM. actives 1.5% (n = 360,000). AID 624466;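 active means inhibition above a per-plate cutoff, the mean inhibition of test compounds on that plate plus 3 SD, cut at about 49% in these data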;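 further: 0% = DMSO plus EC80 beta-PEA response and 100% = DMSO alone without agonist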
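Test system: RD-HGA16 CHO cells with stable hTAAR1 and Gα16 / Probe or stimulus: EC80 β-phenethylamine stimulus / Times: seeding 17-24 h prior, 75-min 37 °C, 30-min RT dye loading / Detection: Fluo-8 calcium-sensitive fluorescence / Read-out basis: % inhibition scaled between DMSO and EC80 PEA controls / Repeats: singlicate, one well per test compound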
M1 antag: human CHRM1 antagonism; P11229; CHO-K1 hM1, Fluo-8 calcium fluorescence, ACh EC80 antagonist; inhibition, % at 3 µM; actives 1.3% (n = 360,000); AID 588852;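 active means percent inhibition above its own plate's cutoff, namely the mean of that plate's compound wells plus 3 SD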;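 further: peak over basal fluorescence ratio during 140 s after agonist addition; 0% = ACh EC80 plus DMSO and 100% = DMSO alone without agonist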
CHO parental Ca: counter-screen for OX1R antagonists: effect in parental CHO cells; parental CHO-K1, ATP-induced calcium, Fluo-8 fluorescence; inhibition, % at 5.6 µM; actives 0.63% (n = 330,000); AID 463079;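 active means inhibition above that plate's mean sample inhibition plus 3 SD, cut at about 26% in these data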;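 further: 0% = ATP-challenged DMSO wells and 100% = DMSO wells without ATP; some compounds past the cut are filed as inactive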
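Measured by: calcium-sensitive Fluo-8 fluorescence / Test system: CHO parental line / Controls: ATP-challenged DMSO wells low, unchallenged DMSO wells high / Measure: % inhibition / Compound: single nominal dose of 5.6 µM per compound / Replicates: single well per compound, no replicates / Reagent: ATP as calcium-mobilizing challenge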
TAAR1 agonist: human TAAR1 agonism. Q96RJ0. CHO RD-HGA16 TAAR1, Fluo-8 calcium fluorescence; vehicle wells 0%, saturating PEA agonist 100%. activation, % at 3 µM. actives 0.99% (n = 360,000);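 active means activation above the mean activation of all test compounds in the run plus 3 SD, cut at about 38% in these data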
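Repeats: no replicates (n 1) | Material: CHO-derived RD-HGA16 cells with stable Gα16 and human TAAR1 | Technique: Kinetic Fluo-8 calcium fluorescence | Schedule: 17-24 h seeding, 75 min 37 °C dye, 30 min RT | Evaluation: % activation from peak over basal fluorescence ratio, DMSO-to-PEA scaled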
V1aR counter: activates human V1a receptor in oxytocin agonist counter-screen. P37288. CHO-V1R cells, Fluo-8 calcium fluorescence, agonist mode; 0% DMSO, 100% 3 nM vasopressin. activation, % at 3 µM. actives 0.25% (n = 320,000). AID 2797;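 active means activation above the mean activation of all tested compounds plus 3 SD, per screening run, cut at about 20% in these data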;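 further: signal is peak over basal fluorescence ratio across a 100 second FLIPR read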
Target sequence (P37288 whole entry, looked up): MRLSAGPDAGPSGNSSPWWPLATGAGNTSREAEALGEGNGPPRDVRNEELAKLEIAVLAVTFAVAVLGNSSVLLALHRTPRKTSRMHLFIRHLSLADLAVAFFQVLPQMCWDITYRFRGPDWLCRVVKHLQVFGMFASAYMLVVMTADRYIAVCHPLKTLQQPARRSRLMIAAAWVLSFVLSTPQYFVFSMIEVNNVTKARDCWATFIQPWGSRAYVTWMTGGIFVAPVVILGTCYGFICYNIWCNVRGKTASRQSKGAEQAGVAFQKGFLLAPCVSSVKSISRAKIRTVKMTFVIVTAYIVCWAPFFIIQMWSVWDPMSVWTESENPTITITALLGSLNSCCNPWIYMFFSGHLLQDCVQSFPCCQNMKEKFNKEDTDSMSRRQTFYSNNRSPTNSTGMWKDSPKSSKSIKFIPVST
Starred values were filed as active, the others as inactive; / = not tested or not shown.

SMILES | M1 PAM | CHRM1 agonist | OXTR potentiate | OXTR ag | TAAR1 antag | M1 antag | CHO parental Ca | TAAR1 agonist | V1aR counter
COc1ccc(CNC(=O)CSc2nnnn2Cc2ccccc2)cc1 | 2 | -2 | 0 | -1.0 | 9 | -9 | -13 | 1 | 0.5
COc1ccc(S(=O)(=O)N2CCCCC2)cc1NC(=O)c1ccc(CS(C)(=O)=O)cc1 | 6 | 1 | -3 | 0.3 | -11 | 4 | -16 | 0 | -0.2
Cc1ccc(NCCCn2cnc(C(=O)Nc3ccc(C)c(C)c3)n2)cc1C | 5 | 0 | / | / | 4 | -1 | / | 1 | /
COc1cc(-c2nc3ccccn3c2/N=C/c2cc(OC)c(O)cc2Cl)ccc1O | -2 | -5 | -7 | -0.5 | -1 | -4 | -19 | 7 | -0.2
CC(=O)Oc1cc2oc(=O)cc(C)c2cc1OC(C)=O | 2 | -3 | 3 | 0.9 | -5 | -1 | 4 | 1 | 0.8
Cc1cc(C)nc(SCCn2c(N3CCOCC3)nc3c2c(=O)[nH]c(=O)n3C)n1 | 7 | -4 | -5 | -0.6 | 13 | -10 | 1 | 0 | 1.0
COc1ccc(/C(C)=N/NC(=S)NCc2ccco2)cc1 | 2 | -7 | -7 | -2.6 | -2 | -3 | -14 | 6 | 0.8
Cc1cc(-c2ccco2)c(C#N)c2nc3ccccc3n12 | 2 | -3 | -11 | -2.0 | 7 | -4 | -7 | 4 | -0.1
O=C(Nc1ccc(F)c(Cl)c1)c1cc(C2CCCCN2C(=O)c2cccs2)on1 (stereo not drawn) | -3 | -6 | / | / | -10 | -12 | / | 1 | /
CC1CC(C)(C)N(C(=O)CSc2ccc(-c3ccc(F)cc3)nn2)c2ccccc21 (stereo not drawn) | -4 | -4 | -9 | -1.4 | 32 | -2 | 1 | -1 | -0.4

An excerpt from above in order of the M1 antag value, descending.
SMILES	M1 antag
COc1cc(-c2nc3ccccn3c2/N=C/c2cc(OC)c(O)cc2Cl)ccc1O	-4
COc1ccc(CNC(=O)CSc2nnnn2Cc2ccccc2)cc1	-9
O=C(Nc1ccc(F)c(Cl)c1)c1cc(C2CCCCN2C(=O)c2cccs2)on1 (stereo not drawn)	-12

More compounds follow.
SMILES | M1 PAM | CHRM1 agonist | OXTR potentiate | OXTR ag | TAAR1 antag | M1 antag | CHO parental Ca | TAAR1 agonist | V1aR counter
O=C(Nc1sc2c(c1C(=O)O)CCC2)C(=O)N1CCOCC1 | 10 | -1 | 1 | -0.3 | -15 | -19 | -6 | 3 | -0.1
O=S1(=O)CCN(OCc2ccc(Cl)cc2)CC1 | 6 | -4 | -19 | -0.3 | 6 | -9 | 15 | 5 | -0.2
CCN(CC)S(=O)(=O)c1cccc(C(=O)NC(C)C(c2cccs2)N2CCCC2)c1 (stereo not drawn) | -34 | -16 | -6 | 0.1 | -10 | 23 | -22 | 3 | -0.6
O=C(NNC(=O)c1ccccc1O)c1ccc(NS(=O)(=O)c2ccc(F)c(F)c2)cc1 | 10 | -2 | -6 | 0.7 | -21 | -16 | 7 | 3 | -0.3
COc1cc(/C=C/C(=O)c2c(O)ccc3c(C)cc(=O)oc23)ccc1O | -4 | 1 | -9 | 1.8 | -5 | -28 | -20 | 20 | 2.7
COc1cccc(NC(=O)Cn2nnc(C(=O)Nc3cc(Cl)ccc3OC)c2N)c1 | 5 | -3 | -5 | 1.1 | -5 | -4 | 4 | 2 | 1.2
CCOc1ccc(-c2cc(N)n(S(=O)(=O)c3ccc(OC)c(OC)c3)n2)cc1 | 3 | -9 | -7 | -1.0 | 6 | -6 | -10 | -3 | -1.2
COc1ccc(CNc2ccc(S(N)(=O)=O)cc2)c(OC)c1OC | 3 | 0 | -1 | 0.0 | 30 | -2 | -3 | 1 | 1.1
COc1ccccc1NS(=O)(=O)c1c(C)[nH]c(C)c1C(=O)N1CCCC1 | 5 | -3 | -11 | -0.2 | -15 | -3 | -6 | 3 | 0.7
Cc1nc(CCNC(=O)CC2C(=O)NCCN2Cc2ccccc2F)sc1C (stereo not drawn) | 8 | -2 | 4 | -0.3 | -20 | -13 | -7 | 4 | -1.0

Some of these compounds in order of length of the SMILES, smallest number first.
SMILES | M1 PAM | CHRM1 agonist | OXTR potentiate | OXTR ag | TAAR1 antag | M1 antag | CHO parental Ca | TAAR1 agonist | V1aR counter
COc1ccc(CNc2ccc(S(N)(=O)=O)cc2)c(OC)c1OC | 3 | 0 | -1 | 0.0 | 30 | -2 | -3 | 1 | 1.1
CCOc1ccc(-c2cc(N)n(S(=O)(=O)c3ccc(OC)c(OC)c3)n2)cc1 | 3 | -9 | -7 | -1.0 | 6 | -6 | -10 | -3 | -1.2
CCN(CC)S(=O)(=O)c1cccc(C(=O)NC(C)C(c2cccs2)N2CCCC2)c1 (stereo not drawn) | -34 | -16 | -6 | 0.1 | -10 | 23 | -22 | 3 | -0.6

Additional structures:
SMILES | M1 PAM | CHRM1 agonist | OXTR potentiate | OXTR ag | TAAR1 antag | M1 antag | CHO parental Ca | TAAR1 agonist | V1aR counter
COC(=O)C1=NN[C@H](C(=O)OC(C)(C)C)[C@H]1c1ccccc1 | -4 | -7 | 3 | -0.8 | 14 | -10 | -7 | 1 | -0.3
COc1ccc(-n2c(SC(C)C(=O)Nc3ncc(Cl)cc3Cl)nc3ccccc32)cc1 (stereo not drawn) | 5 | -8 | -1 | -1.3 | -23 | -9 | -2 | 14 | -0.1
COc1ccc(N2C(=O)CC(N3CCC(O)(c4ccc(Br)cc4)CC3)C2=O)cc1 (stereo not drawn) | 4 | -1 | -11 | 7.4 | 0 | -7 | -8 | 8 | 8.9
CCCCCn1nc(C(=O)OCc2nnc(-c3ccccc3)o2)c2ccccc2c1=O | 13 | -1 | 4 | -0.6 | -14 | -10 | -22 | 0 | -0.9
CCOC(=O)c1c(NC(=O)COC(=O)Cn2cnc3ccccc32)sc2c1CCC(C)C2 (stereo not drawn) | 9 | -4 | -5 | -0.1 | -10 | -11 | -10 | 1 | 0.5
CCOc1ccc(N2CC(C(=O)Nc3ccccc3C(=O)N3CCOCC3)CC2=O)cc1 (stereo not drawn) | 7 | -4 | 4 | -0.5 | -7 | -9 | -10 | 0 | -0.9
O=S(=O)(Nc1ccc(Cl)cc1NS(=O)(=O)c1ccccc1)c1ccccc1 | -15 | 4 | / | / | 31 | 21 | / | 4 | /
Cn1c(=O)[nH]c(=O)c2c1ncn2CCCc1ccccc1 | 5 | 2 | 2 | 0.1 | -9 | -45 | -9 | 2 | 8.8
CCCn1c(O)c(CN2CCCCC2)c(C)c(C#N)c1=O | 8 | 2 | -15 | 1.8 | 3 | -8 | -3 | 9 | 0.4
COC(=O)c1c(C(=O)OC)c2n(c1C)CCS2 | 12 | -2 | -5 | -0.3 | -14 | -16 | 11 | 2 | -1.0
O=C1Nc2ccccc2/C1=C/c1ccccc1Cl | 2 | -4 | -5 | -1.4 | -17 | -11 | -20 | 9 | -0.6
COC(=O)C(CCSC)NC(=O)/C=C/c1ccc(OC)cc1 (stereo not drawn) | 6 | -2 | -10 | -0.2 | 12 | -6 | -6 | 5 | -0.4
Oc1ccc(/C=N/N2CCCCC2)c(O)c1 | 10 | 6 | -17 | -0.7 | -5 | 0 | -5 | -1 | 0.5
COC(=O)c1ccc(/C=C/C(=O)OCC(=O)c2ccc[nH]2)cc1 | 3 | 0 | -4 | 1.8 | -4 | -4 | 8 | 4 | 2.9
Cc1nn2c(NCCOCCO)c3c(nc2c1-c1ccccc1)CCC3 | 6 | -5 | 0 | -1.2 | -2 | -10 | -16 | 0 | -0.2
CCCS(=O)(=O)NCCc1csc(-c2ccc(OC)c(OC)c2)n1 | 5 | -2 | 1 | -1.3 | -2 | -3 | -8 | -1 | -0.5
Cc1ccc2cc(C#N)c(NCCNC(=O)C3CCC3)nc2c1C | 4 | -5 | -1 | -0.9 | 8 | 3 | -25 | 6 | 1.2
CCCCCCCCCCCCN1[C@@H](CC(=O)O)c2cc(F)ccc2S1(=O)=O | 2 | -3 | -2 | 0.8 | 12 | -5 | 9 | 0 | 3.1
COc1ccc(S(=O)(=O)N2CCOCC2)cc1NC(=O)COc1ccccc1 | 2 | -2 | -3 | 0.3 | -14 | -10 | -9 | 2 | -0.5
CC(=NNC(=O)CSCC(=O)NN=C(C)c1ccccc1)c1ccccc1 | 12 | 0 | / | / | 6 | -24 | / | 4 | /

Quoted from the listing:
M1 PAM with `CCCCCCCCCCCCN1[C@@H](CC(=O)O)c2cc(F)ccc2S1(=O)=O` = 2
TAAR1 antag with `Cc1ccc2cc(C#N)c(NCCNC(=O)C3CCC3)nc2c1C` = 8
TAAR1 antag with `CCCS(=O)(=O)NCCc1csc(-c2ccc(OC)c(OC)c2)n1` = -2

Remaining list, next part
SMILES | M1 PAM | CHRM1 agonist | OXTR potentiate | OXTR ag | TAAR1 antag | M1 antag | CHO parental Ca | TAAR1 agonist | V1aR counter
COCc1cc(CN2CCN(CCCc3ccccc3)C(CCO)C2)ccc1OC (stereo not drawn) | 6 | -9 | 1 | 1.2 | -20 | -12 | -19 | 7 | 1.2
Cc1ccc2c(c1)sc[n+]2Cc1ccccc1 | 2 | -2 | 9 | 2.1 | 2 | 4 | 18 | 6 | 1.8
CSc1nc2ccc(Br)cc2[nH]1 | 9 | -3 | 6 | -0.5 | -16 | -7 | -1 | 3 | -0.5
COc1ccccc1CN1CC(C(=O)N(C)CCc2ccccn2)CCC1=O (stereo not drawn) | -1 | -5 | / | / | -16 | 1 | / | 1 | /
CCOc1ncccc1C(=O)OCC(=O)N1c2ccccc2CC1C (stereo not drawn) | 4 | -2 | -2 | -1.8 | 10 | 4 | -24 | 2 | -0.2
CCC(C)(C)n1nnnc1C(c1cc2cc3c(cc2[nH]c1=O)OCO3)N1CCN(C)CC1 (stereo not drawn) | 0 | -3 | -3 | -0.1 | 4 | -7 | -4 | 15 | 0.3
O=C(c1cc2ccccn2n1)N1CCN(c2cccc(C(F)(F)F)c2)CC1 | 0 | -5 | -2 | 0.4 | 8 | -6 | -24 | 0 | 1.2
CCCCn1c(-c2ccccc2)nnc1-c1ccccc1 | 11 | -5 | 1 | -1.8 | 1 | -15 | -19 | 3 | -2.0
